PTHR1 agonist: activates the human parathyroid hormone receptor PTHR1. HEK293 GP2 PTHR1 cells, GloSensor cAMP luminescence, 1 h. Q03431. hit rate 0.075% among 410,000. Potency, µM (series often up to 115 µM), for the others: at the top dose activation, usual class: activators; further: potency means the concentration at half of the fitted maximal effect; nearly all actives have a fitted effect of over 55% in size; some results filed as inactive show a strong effect at the top dose; inactives centre near -15; many of its hits are not listed in these tables
Target sequence (Q03431 whole entry, looked up): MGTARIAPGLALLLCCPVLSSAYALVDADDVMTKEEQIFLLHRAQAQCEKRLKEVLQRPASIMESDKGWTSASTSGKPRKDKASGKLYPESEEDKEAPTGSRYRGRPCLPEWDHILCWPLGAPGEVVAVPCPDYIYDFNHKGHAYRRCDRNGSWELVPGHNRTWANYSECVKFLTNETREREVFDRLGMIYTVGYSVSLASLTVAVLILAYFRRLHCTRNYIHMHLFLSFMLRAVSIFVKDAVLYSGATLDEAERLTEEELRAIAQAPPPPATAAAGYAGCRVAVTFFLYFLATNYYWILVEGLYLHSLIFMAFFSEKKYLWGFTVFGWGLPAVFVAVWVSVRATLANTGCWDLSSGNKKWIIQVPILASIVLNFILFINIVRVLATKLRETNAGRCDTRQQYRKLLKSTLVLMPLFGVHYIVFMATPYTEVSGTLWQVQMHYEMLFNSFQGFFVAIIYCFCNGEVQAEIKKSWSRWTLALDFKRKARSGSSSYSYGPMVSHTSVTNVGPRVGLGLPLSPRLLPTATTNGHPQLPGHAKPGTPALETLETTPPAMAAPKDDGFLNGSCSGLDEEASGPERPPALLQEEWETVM
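HEK-293-derived GP2 cells expressing PTHR1 and a GloSensor cAMP reporter, 3,000/well, plated overnight, given luciferin plus IBMX (each 0.5 mM as added) for 1 h at 37 °C, then compound for 1 h at 37 °C. Luminescence was read after 15 min at room temperature.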
GLP1R ag: activates the human GLP-1 receptor; HEK293 GLP-1R CRE-luciferase, luminescence, 4-6 h; cells express a hypersensitive GLP-1R form; Potency, µM (highest dose often 45.6 µM), without a hit: at the top dose activation, actives largely listed as activators; hit rate 0.007% among 380,000; further: potency means the concentration at half of the fitted maximal effect; % of control where 0% means no effect
TDP43 rescue: TDP-43 toxicity inhibition in yeast; TDP-43 expressing yeast growth rescue, BacTiter-Glo, 24 h; Potency, µM (series often up to 46.1 µM), inactives show top-dose growth rescue (activation), actives largely listed as activators; hit rate 1.8% among 410,000; further: potency means the concentration at half of the fitted maximal effect; % of control where 0% means no effect; nearly all actives have a fitted effect of over 50% in size
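In this qHTS, compounds that restore growth of yeast expressing TDP-43 appear as activators. Cells (OD600=0.02, galactose medium, raffinose-pregrown) are incubated with compound 24 hr at 30 deg C and growth is quantified by BacTiter-Glo.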
Abeta rescue: A-beta toxicity reversal in yeast; Potency, µM (top dose mostly 46.1 µM), for the others: at the top dose growth rescue, hits mostly activators; yeast expressing A-beta42, growth rescue, OD600, 48 h; response scale: 0% DMSO, 100% iron-clioquinol control; hit rate 0.063% among 410,000; AID 1347071; further: potency means the concentration at half of the fitted maximal effect; nearly all actives have a fitted effect of over 55% in size
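Yeast A-beta toxicity model in growth medium with pinned compounds, 48 h at 30 C; growth read as absorbance at 600 nm. Normalized to FeCl3/clioquinol equimolar mix (positive) and DMSO (negative).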
aSyn rescue: alpha-synuclein toxicity inhibition in yeast. Yeast expressing alpha-synuclein, growth rescue, BacTiter-Glo, 24 h. Potency, µM (highest dose often 46.1 µM), without a hit: top-dose growth rescue (activation), usual class: activators. hit rate 0.14% among 370,000; further: potency means the concentration at half of the fitted maximal effect; % of control where 0% means no effect; nearly all actives have a fitted effect of over 65% in size
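Galactose-induced alpha-syn yeast (OD600=0.02, raffinose-pregrown) + pinned cpd, 24 hr, 30 deg C; growth by BacTiter-Glo luminescence. Growth restoration scores as activation.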
Akt phos inh: Akt phosphorylation inhibition. hit rate 0.32% among 360,000. activity change, % for hits at 50 µM. Neuro2A IGF-stimulated pAkt S473 HTRF, 20 min; hits give low values; in the data active means activity change below about -80%; inconclusive means mostly about -51% to -80%; further: on the % scale 0 is the no-effect control and ±100 the full control effect
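Neuro2A cells in DMEM with 0.5% FBS, overnight at 37 deg C, given compound at single 50 µM final, then IGF (6 nM final) for 20 min at 37 deg C. Lysed; phospho-Akt Ser473 by HTRF after 24 h, 665/615 ratio.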
GLP-1R inv ag: inverse agonists of human GLP-1 receptor. P43220. Potency, µM (titrated, usually from 38.3 µM), without a hit: at the highest dose activity change, negative = inhibition, most hits filed as inhibitors. AID 624417. HEK293 GLP-1R CRE-luciferase, luminescence, 24 h; GLP-1R form is constitutively active. hit rate 1.6% among 410,000; further: potency means the concentration at half of the fitted maximal effect; on the % scale 0 is the no-effect control and ±100 the full control effect; nearly all actives have a fitted effect of over 55% in size
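Cells are plated, allowed 12 hours at 37 deg C, then treated with compounds for 24 hr before luciferase detection reagent is added and luminescence is read after 12 min at room temperature. The HEK293 line carries constitutively active GLP-1R with a cAMP-responsive reporter.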
FUS yeast rescue: suppressors of FUS proteinopathy in yeast. AID 1347120. Potency, µM (series often up to 76.6 µM), without a hit: top-dose growth rescue (activation), hits mostly activators. S. cerevisiae FUS-expressing, growth rescue, OD600, 24 h. hit rate 0.24% among 390,000;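 further: potency means the concentration at half of the fitted maximal effect; plate controls were DMSO vehicle for no effect and reference control for full effect; nearly all actives have a fitted effect of over 55% in size; some results filed as inactive show a strong effect at the top dose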
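Restored growth of FUS-toxic S. cerevisiae, read as 600 nm absorbance after 24 h at 30C in galactose medium (starting OD 0.005). Controls CP55940 and DMSO.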
D3 antag: antagonists of human D3 dopamine receptor; P35462; max response, negative = inhibition, %; hit rate 2.5% among 360,000; D3R cells, DiscoveRx beta-arrestin luminescence, antagonist mode; hits give low values; AID 652054; in the data active means max response below about -50%; inconclusive means no clear call, values can overlap the other calls; further: on the % scale 0 is the no-effect control and ±100 the full control effect; mostly tested at two doses, the higher about 12 µM
Target sequence (P35462 whole entry, looked up): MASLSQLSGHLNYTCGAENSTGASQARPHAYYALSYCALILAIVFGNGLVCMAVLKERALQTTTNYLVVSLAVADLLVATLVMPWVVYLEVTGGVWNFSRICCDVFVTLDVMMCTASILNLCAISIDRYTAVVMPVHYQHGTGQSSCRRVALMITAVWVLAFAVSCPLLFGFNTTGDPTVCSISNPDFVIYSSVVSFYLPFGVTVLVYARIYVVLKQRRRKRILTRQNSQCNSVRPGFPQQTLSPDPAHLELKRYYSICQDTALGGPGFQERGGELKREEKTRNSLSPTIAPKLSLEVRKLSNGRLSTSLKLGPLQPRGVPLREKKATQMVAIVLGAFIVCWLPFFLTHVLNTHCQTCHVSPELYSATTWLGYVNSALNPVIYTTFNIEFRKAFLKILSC
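Cells expressing the human receptor were seeded at 1500 cells/well, incubated overnight at 37 degrees C in 5% CO2, then exposed to library compounds with dopamine controls for 90 minutes at 37 degrees C before luminescent detection.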
* = called active by the depositor; i = inactive; ? = inconclusive; / = not tested or not shown; [ ] = dose if it differs, or a comment. Unless noted, the call rests on the fitted dose curve; in most records, active means well fitted curve in the direction sought with a large enough effect; inconclusive means small, poorly fitted or top-dose-only effect, or another doubt; inactive means no such curve, though single readings can be large; an effect the other way counts as inactive or inconclusive. An excerpt. The share of hits here may be higher or lower than overall.

SMILES,PTHR1 agonist,GLP1R ag,TDP43 rescue,Abeta rescue,aSyn rescue,Akt phos inh,GLP-1R inv ag,FUS yeast rescue,D3 antag
O=S(=O)(c1ccc(F)cc1)N1CCN(c2ccccc2)CC1,i,1%,-3%,8%,-2%,i,0%,8%,?
O=C(CSc1nnc(CNC(=O)c2ccccc2)o1)Nc1nccs1,i,5%,-25%,-28%,0%,i,-13%,?,12
c1ccc(-c2cc(N3CCCCC3)ncn2)cc1,-30%,?,0%,3%[9.22 µM],-13%,i,1%,-44%,-16
c1ccc(CSc2nnc(-c3cccs3)n2Cc2ccco2)cc1,-23%,8%,18µM*,-13%,13%,i,?,23%,-16
CCn1c(O)c(N=N)c2ccccc21,i,14%,13%,-14%,4%,i,44%[activator],16%,4
Cc1ccc(-c2noc(C(C)NC(=O)c3ccco3)n2)cc1 (configuration not stated),i,/,?,-13%,/,/,-25%,-12%,/
COc1cc(Cl)c(C)cc1NC(=O)c1nn(C)c2c1CSc1ccccc1-2,3%,/,13%,7%,/,/,3%,-8%,/
Cc1nnc(NC(=O)c2nn(CC(C)C)c(=O)c3ccccc23)s1,-1%,1%,?,11%,11%,i,4%,24%,1
CN(C)CCn1ccc(O)c(Cc2ccc(Cl)cc2)c1=O,i,-5%,13%,-24%,0%,i,9%,-16%,18
COc1ccc(C2CC(=O)Oc3cc(O)cc(O)c32)cc1 (configuration not stated),-12%,-5%,4%,-10%,2%,i,-9%,-32%,8
CCC(=O)C1=C(c2ccccc2)N(C(=O)CC)n2c(nnc2C2CCCCC2)S1,i,/,25%,-4%,/,/,4%,12%,/
O=c1[nH]c2cc3c(cc2cc1C(c1nnnn1C1CCCCC1)N1CCSCC1)OCCO3 (configuration not stated),i,4%,-23%,-10%,-6%,?,0%,?,-30
COc1ccc(N2C(=O)C3CCCN3C2c2cccc(OC)c2)cc1 (configuration not stated),-4%,-5%,14%,19%,4%,i,35%,-8%,17
C/C(=N\NC(=O)c1nnn(-c2nonc2N)c1-c1cccs1)c1ccncc1,i,-4%,11%,-12%,-1%,/,-4%,-11%,4
CC(=O)N1N=C(c2cccc([N+](=O)[O-])c2)OC1(C)c1cccs1 (configuration not stated),i,20%,?,-8%,0%,i,13%,5%,10

Looked up above.
Reading of `Cc1ccc(-c2noc(C(C)NC(=O)c3ccco3)n2)cc1` (configuration not stated) under FUS yeast rescue: -12%
Reading of `COc1cc(Cl)c(C)cc1NC(=O)c1nn(C)c2c1CSc1ccccc1-2` under GLP-1R inv ag: 3%

(list continues)
SMILES,PTHR1 agonist,GLP1R ag,TDP43 rescue,Abeta rescue,aSyn rescue,Akt phos inh,GLP-1R inv ag,FUS yeast rescue,D3 antag
Cc1ccc(NC(=O)C2CCN(c3nnc(-n4cccc4)s3)CC2)cc1Cl,-22%,-1%,10%,-11%,0%,/,-4%,17%,/
Cc1nc2ccccc2c(=O)n1/N=C/c1cc(Br)ccc1O,-11%,9%,-25%,-19%,1%,i,?,14%,19
Oc1ccccc1Nc1nc2ccccc2n2nnnc12,i,/,12%,-13%,/,/,31%[activator],3%,/
Cc1ccc(NC(=O)CCN2C(=O)c3cccc4cccc(c34)C2=O)cc1,-6%,10%,-2%,-5%,0%,i,-9%,-3%,1
COc1ccc(OC)c(-c2csc(CCn3nc(C)cc3C)n2)c1,-19%,6%,9%,7%,-1%,i,-20%,-2%,5
Cn1c(Cn2c(=O)sc3ccccc32)nnc1SCC(=O)Nc1cccc(Cl)c1,-11%,5%,9%,13%,-1%,i,-1%,-8%,-1
Cc1ccccc1NC(=O)Nc1nc(C2CCC(=O)N2)cs1 (configuration not stated),-28%,-4%,9%,7%,0%,i,-28%,-1%,16
CCCC12CN3CC(CCC)(CN(C1)C3c1ccc(OC(C)C)cc1)C2=O (configuration not stated),i,/,6%,1%,/,/,10%,2%,/
O=S(=O)(NCCc1csc2nc(-c3ccc(F)cc3)nn12)c1ccc(Br)cc1,-16%,/,17%,-3%,/,/,-2%,9%,/
CN(CC(=O)Nc1cccc(F)c1)CC(=O)Nc1ccccc1Oc1ccccc1,-1%,0%,12%,1%,-3%,i,?,7%,-17
CN1C(=S)SC(/[N+]([O-])=C/c2cccnc2)C1(C)C (configuration not stated),i,-6%,2%,-12%,7%,i,7%,4%,2
Cn1c(=O)n(C/C=C/c2ccccc2)c(=O)c2c1nc1n2CCN1c1ccc(F)cc1,-4%,/,10%,0%,/,/,0%,-26%,/
CS(=O)(=O)N1CCCCC1c1cc(C(=O)Nc2cccc3c2CCCC3)no1 (configuration not stated),i,-5%,27%,-9%,-6%,i,3%,38%,0
Cc1cc2c(cc1C)NC(=O)C(C)CN2 (configuration not stated),-20%,-6%,2%,4%,-2%,i,3%,-8%,-29
CC(C)c1ccc(N=c2c([N+](=O)[O-])nn(-c3ccc4c(c3)OCCO4)n2O)cc1,i,-3%,-8%,6%,-4%,i,-13%,37%,-2

(next part)
SMILES,PTHR1 agonist,GLP1R ag,TDP43 rescue,Abeta rescue,aSyn rescue,Akt phos inh,GLP-1R inv ag,FUS yeast rescue,D3 antag
Clc1ccc(C2=NNC(=NCC3CCCO3)SC2)cc1 (configuration not stated),-10%,11%,-7%,3%,13%,i,?,38%,-19
CC(C)(C)c1nc(Sc2ccc([N+](=O)[O-])cn2)n[nH]1,i,-6%,-7%,-6%,-3%,i,3%,3%,-12
C[C@@H]1CN([C@H](C)CO)C(=O)CCCn2nncc2CO[C@H]1CN(C)Cc1cccc(C(=O)O)c1,-12%,0%,1%,-9%,-3%,i,-13%,-31%,-24
CCOc1ccc(N(CC(=O)NC2CCCC2)C(=O)CSc2nnc(COc3ccccc3)o2)cc1,i,4%,-18%,7%,2%,i,?,19%,-7
O=C(c1cnc(N2CCCCC2)c2ccccc12)N1CCN(c2ccc(F)cc2)CC1,-88%[inhibitor],/,10%,5%,/,/,?,?,/
Cc1ccc(C)c(NC(=O)CN(C)C(=O)c2cccc(S(=O)(=O)N(C)C)c2)c1,-1%,-1%,-8%,-2%,0%,i,9%,10%,-5
Cc1nc(Nc2ccccc2O)c2oc3ccccc3c2n1,i,-6%,12%,10%,-2%,i,25%,-24%,-15
COC(=O)c1ccccc1NC(=O)CSc1ncccn1,-19%,0%,3%,-17%,2%,i,15%,-10%,-14
Cc1c(C(=O)OC2CCC(C)CC2)[nH]c2c1C(=O)CCC2 (configuration not stated),-48%[inhibitor],11%,12%,-1%,-9%,i,15%,-8%,-2
Cc1ccc(CNC(=O)Cn2c(=O)ccc3cc(S(=O)(=O)N4CCC(C)CC4)ccc32)cc1,-4%,-1%,1%,-12%,1%,/,-4%,-13%,/
CC(C)NC(=O)CC1C(=O)N(Cc2ccccc2)C(C)c2nc3ccccc3n21 (configuration not stated),i,24%,-17%[0.397 µM],-1%,-6%,i,29%,6%,-3
COc1ccccc1CNC(=O)CSc1nc2nc(C)cc(C)n2n1,-1%[57.5 µM],-1%,-18%,-15%,-6%,i,31%[activator],21%,-19
CC(C)Oc1ccc(Cl)cc1Nc1nc(NCCO)nc(N2CCCC2)n1,-12%,12%,/,-8%,/,/,/,?,/
O=C(COC(=O)CNC(=O)C1CCCCC1)Nc1cc(C(F)(F)F)ccc1Cl,-11%,1%,/,3%,/,/,/,-30%,/
COc1ccc(CC(=O)Nc2sc3c(c2C(=O)Nc2c(C)cccc2C)CCCCC3)cc1,i,-5%,16%,4%,-6%,/,11%,-4%,/

(listing goes on)
SMILES,PTHR1 agonist,GLP1R ag,TDP43 rescue,Abeta rescue,aSyn rescue,Akt phos inh,GLP-1R inv ag,FUS yeast rescue,D3 antag
O=C(NCCCCNC(=O)c1ccc(Br)cc1)c1ccc(Br)cc1,20%,-5%,-16%,-4%,1%,i,-5%,-17%,10
O=C(Nc1ccc(N2CCOCC2)cc1)C1CCCCN1S(=O)(=O)c1ccccc1 (configuration not stated),-13%,-1%,14%,6%,1%,i,-33%,7%,9
COCC(=O)N1CCC(Oc2ccc(C(=O)NCc3cc(C)n(C)n3)cc2)CC1,-23%,-8%,6%,-9%,-2%,i,6%,/,0
COC(=O)C1N[C@@H]([C@@H](NC(=O)COc2ccccc2)C(=O)Nc2ccc(OC)cc2)SC1(C)C (some centres not stated),i,1%,-2%,4%,0%,i,-4%,34%,-17
Cc1ccc(NC(=O)C(=O)NCC(c2cccnc2)N2CCN(Cc3ccccc3)CC2)cc1Cl (configuration not stated),-27%,/,5%,-8%,/,/,9%,3%,/
CCc1ccc(-n2nc3cc(C)c(NC(=O)c4cccc5ccccc45)cc3n2)cc1,i,/,14%,-6%,/,/,5%,-22%,/
CCOC(=O)N1CCC(N2CCN(Cc3ccccc3)C(CCO)C2)CC1 (configuration not stated),i,9%,-16%,0%,-9%,i,-26%,4%,-6
C(=N\n1cnnc1)/c1cccnc1,i,-5%,1%,-8%,2%,i,12%,-9%,8
CCOC(=O)N1CCN(C(=O)c2ccc3c(=O)n(CCC4=CCCCC4)c(=O)[nH]c3c2)CC1,-22%,-4%,-6%,5%,1%,i,-27%,?,-8
COc1ccc(NC(=O)CSc2nc3ccsc3c(=O)n2CCC(=O)O)c(OC)c1,i,-3%,-1%,10%,-1%,i,9%,6%,-4
CCNc1nc(NC(C)C)nc(N(C)C#N)n1,-21%,?,-1%,8%,0%,i,160%[activator],-10%,2
O=C(Nc1cccc(O)c1)c1cccc(S(=O)(=O)Nc2cccc(O)c2)c1,-12%,14%,0%,1%,4%,i,-19%,-10%,8
COCCNC(=O)CCCn1c(SCC(=O)Nc2ccc(F)cc2)nc2c(sc3ccccc32)c1=O,9%,/,2%,-18%,/,/,2%,18%,/
